Screens from PubChem.
STAT1 inh – STAT1 signaling inhibitors, primary screen, cell-based, HTS, luciferase reporter; inhibition, % at 5.5 µM; 200,000 compounds, 0.35% hits; AID 920, 2007; NIH 3T3 STAT1-luciferase reporter, IFN-gamma, luminescence;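 active = inhibition above a set limit, the mean inhibition across all tested compounds plus 3 SD, cut at about 34% in these data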;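 note: 0% = IFN-gamma with DMSO and 100% = IFN-gamma with 300 µM nifuroxazide; values of inactives mirror those of a sister screen read the other way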
TR-FRET SRC-2 ct – TR-FRET signal artefacts, primary screen, artefact control for PPARgamma SRC-2 agonist project, biochemical | TR-FRET artefact counter-screen; hits give high values | TR-FRET ratio at 8 µM | AID 1049, 2008 | 200,000 compounds, 0.4% hits; in the data active = TR-FRET ratio above about 2000; note: inactives centre near 1500
PPARg SRC-1 ag – PPARgamma agonists recruiting SRC-1 coactivator, primary screen, biochemical; Peroxisome proliferator-activated receptor gamma (Homo sapiens), P37231; PPARgamma-SRC-1 coactivator recruitment biochemical assay; activation, % at 8 µM; 200,000 compounds, 0.41% hits; AID 631, 2007; in the data active = activation above about 19%;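 note: 0% = DMSO and 100% = reference agonist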
TLR4-MyD88 BLA – inhibitors of TLR4-MyD88 association in cells, primary screen, cell-based, HeLa CL3-4, BLA complementation, FRET ratio; inhibition, % at 8.4 µM; AID 861, 2007; HeLa CL3-4 TLR4/MyD88 BLA complementation; Toll-like receptor 4 (Homo sapiens) + Myeloid differentiation primary response protein …; 200,000 compounds, 0.18% hits; in the data active = inhibition above about 25%;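 note: 0% = vehicle and 100% = reference inhibitor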
Target sequence (O00206 whole entry, looked up): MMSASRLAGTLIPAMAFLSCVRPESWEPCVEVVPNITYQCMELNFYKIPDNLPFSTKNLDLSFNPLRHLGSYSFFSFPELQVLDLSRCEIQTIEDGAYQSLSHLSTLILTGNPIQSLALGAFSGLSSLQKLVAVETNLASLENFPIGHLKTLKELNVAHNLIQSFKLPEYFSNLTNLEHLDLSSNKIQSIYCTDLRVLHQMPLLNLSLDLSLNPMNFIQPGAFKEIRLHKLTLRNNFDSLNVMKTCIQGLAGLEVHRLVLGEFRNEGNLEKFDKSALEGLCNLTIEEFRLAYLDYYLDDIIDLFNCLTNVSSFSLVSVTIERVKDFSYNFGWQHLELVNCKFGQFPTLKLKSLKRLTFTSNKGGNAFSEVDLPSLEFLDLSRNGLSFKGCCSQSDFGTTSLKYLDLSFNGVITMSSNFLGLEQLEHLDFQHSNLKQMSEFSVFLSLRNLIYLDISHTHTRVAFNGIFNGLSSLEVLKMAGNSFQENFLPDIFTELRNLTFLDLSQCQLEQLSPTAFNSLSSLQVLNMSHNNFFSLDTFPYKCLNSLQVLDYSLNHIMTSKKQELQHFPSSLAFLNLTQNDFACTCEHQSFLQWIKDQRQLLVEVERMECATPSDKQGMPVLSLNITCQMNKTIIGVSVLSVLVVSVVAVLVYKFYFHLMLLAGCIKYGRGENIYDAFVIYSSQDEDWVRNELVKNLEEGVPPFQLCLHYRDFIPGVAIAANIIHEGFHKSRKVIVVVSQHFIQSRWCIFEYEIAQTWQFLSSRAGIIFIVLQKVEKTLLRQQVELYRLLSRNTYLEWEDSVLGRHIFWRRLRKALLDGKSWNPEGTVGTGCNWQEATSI
Target sequence (Q99836 whole entry, looked up): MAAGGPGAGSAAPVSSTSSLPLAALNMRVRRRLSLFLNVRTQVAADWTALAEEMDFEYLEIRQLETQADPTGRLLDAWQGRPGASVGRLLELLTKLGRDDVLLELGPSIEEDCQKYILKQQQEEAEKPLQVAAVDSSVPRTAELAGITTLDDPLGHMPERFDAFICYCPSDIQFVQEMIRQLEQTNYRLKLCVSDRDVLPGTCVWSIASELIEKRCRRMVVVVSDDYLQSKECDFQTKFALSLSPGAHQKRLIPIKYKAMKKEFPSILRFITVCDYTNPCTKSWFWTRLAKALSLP
PPARg SRC3 recr – PPARgamma agonists recruiting SRC-3 coactivator, primary screen, biochemical. activation, % at 8 µM. 200,000 compounds, 0.26% hits. AID 731, 2007. biochemical PPARgamma/SRC-3 coactivator recruitment assay; in the data active = activation above about 23%;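 note: 0% = DMSO and 100% = reference agonist; some compounds past the cut are filed as inactive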
STAT3 blocker – IL-6 driven STAT3 reporter inhibitors, primary screen, U3A cells, luciferase, luminescence, MLSCN library; IL-6 STAT3-luciferase reporter; host cell line lacks STAT1; inhibition, % at 5.5 µM; 190,000 compounds, 0.89% hits; AID 862, 2007;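 active = inhibition above the mean inhibition across all screened compounds plus 3 SD, cut at about 44% in these data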;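 note: 0% = DMSO only wells and 100% = 100 µM nifuroxazide control wells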
ROMK primary – ROMK potassium channel modulators, primary screen, cell-based, thallium flux, MLSMR library | ATP-sensitive inward rectifier potassium channel 1 (Homo sapiens), P48048 | Tet-inducible ROMK, thallium flux fluorescence; actives lie on both sides | B-score at 10 µM | 130,000 compounds, 2% hits;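 active = signal ratio slope over the read window, or its plate-corrected B-score, at least 3 SD from the plate mean, either direction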;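 note: B-score of the F/F0 ratio slope over 7 to 12 s after thallium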
STAT3 activator – IL-6 driven STAT3 reporter potentiators, primary screen, U3A cells, luciferase, luminescence, MLSCN library; IL-6 STAT3-luciferase reporter; 100% = signal with IL-6 EC80 alone; activation (% of control), % at 5.6 µM; 190,000 compounds, 0.91% hits; AID 871, 2007;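 active = activation above the screen-wide mean of compound activation plus 3 SD, cut at about 130% in these data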;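 note: 0% = background luminescence of wells with medium and substrate only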
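System – human U3A cells carrying STAT3-luciferase construct · Probe or stimulus – Interleukin-6, 33 ng/mL · Schedule – compound 1 h, then IL-6 6 h at 37 °C · Signal – luminescence from STAT3-driven luciferase reporter · Evaluation – percent of IL-6-only median luminescence · Benchmarks – IL-6-only high control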
S1P3 antag – S1P3 receptor antagonists, primary screen, cell-based | 170,000 compounds, 0.27% hits | CHO S1P3 NFAT-BLA reporter, FRET fluorescence, antagonist mode | Sphingosine 1-phosphate receptor 3 (Homo sapiens), Q99500 | inhibition, % at 4.98 µM;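 active = inhibition above the plate cutoff, the mean inhibition of test wells on that plate plus 3 SD, cut at about 28% in these data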;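 note: cells challenged with S1P at its EC80 of 0.8 µM; blue over green emission ratio from cleaved BLA substrate after 4 h stimulation; 0% = S1P-stimulated wells and 100% = unstimulated DMSO-only wells; some compounds past the cut are filed as inactive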
PPARg SRC-2 ag – agonists of PPARg-SRC-2 recruitment, primary screen, biochemical, HTS; Peroxisome proliferator-activated receptor gamma (Homo sapiens), P37231; PPARgamma LBD-SRC-2 recruitment; activation, % at 8 µM; 200,000 compounds, 0.34% hits; AID 1032, 2008; in the data active = activation above about 22%;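 note: 0% = vehicle and 100% = reference agonist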
RAM network inh – inhibitors of the yeast RAM network, primary screen, dse1pr::URA3 reporter, 5-FOA selection; AID 868, 2007; 190,000 compounds, 1.8% hits; inhibition, % at 50 µM; S. cerevisiae dse1pr::URA3 reporter, 5-FOA growth OD615, 2 d; analog-sensitive cbk1-as2 kinase mutant strain;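 active = inhibition above a set limit, 3 SD over mean compound inhibition, cut at about 8.4% in these data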;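 note: 0% = DMSO-only wells with no growth and 100% = 10 µM 1-NA-PP1 full growth; inhibition rescues growth on 5-FOA so higher OD means more RAM inhibition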
Active calls of the source: *; / = no result given.

SMILES	STAT1 inh	TR-FRET SRC-2 ct	PPARg SRC-1 ag	TLR4-MyD88 BLA	PPARg SRC3 recr	STAT3 blocker	ROMK primary	STAT3 activator	S1P3 antag	PPARg SRC-2 ag	RAM network inh
CCC(CC)c1nnc(NC(=O)[C@@H](NC(=O)c2cccc(C)c2)C(C)C)s1	5	1634	-2	-14	-2	1	/	101	1	0	2.5
O=C(OCc1ccccc1F)c1ccc2c(c1)OCCO2	-42	1226	0	-3	1	-2	/	106	-3	-6	-0.9
COc1cccc2cc(-c3cn4ccc(C)cc4n3)c(=O)oc12	-76	1405	4	-2	13	20	-0.36	86	/	-2	/
O=C(CCc1ccccc1)NC(NC(=S)Nc1ccc(Cl)cc1)C(Cl)(Cl)Cl (configuration not stated)	8	1576	5	-7	-3	-3	1.9	101	/	8	1.6
O=C(Cn1cnc2c(cnn2-c2ccccc2Cl)c1=O)N1CCc2ccccc21	3	1536	-2	7	-1	15	-0.0033	88	-6	3	6.0
Cc1cc(NC(=O)CSc2nnc(-c3c[nH]c4ccccc34)n2C)no1	9	1746	4	-12	7	/	/	/	-1	8	1.2
Cn1c(CN2CCOCC2)nnc1SCC(=O)NC1CCCCC1	-5	1576	0	-13	9	4	-0.32	99	4	7	0.6
CC(c1ccccn1)N(CCN(C)C)C(=S)Nc1ccccc1F (configuration not stated)	8	1550	-7	-3	0	0	-2	104	/	3	-0.6
C/C(=N\Nc1nc2ccccc2[nH]1)c1cc2ccccc2o1	-8	1666	0	7	5	-49	/	143*	12	6	0.2
O=C(Nc1ccc(Cl)cc1)N(C1=NCCC1)c1ccc(OC(F)F)cc1	-2	1692	8	-6	7	8	/	96	/	3	4.2
CCOc1cc(N2CCOCC2)c(OCC)cc1NC(=O)c1cccc(N(C)C)c1	-11	1403	0	3	-1	16	0.9	88	-1	-1	1.1
CN(c1ccc(C(=O)Nc2ccccn2)cc1)S(=O)(=O)c1ccccc1	-15	1567	1	-14	-2	-5	0.017	110	8	1	0.1
Cc1cccc(C(=O)N(c2ccccn2)C(C)c2ccco2)c1 (configuration not stated)	1	1552	-5	5	-1	3	0.3	104	-6	-3	3.4
O=C(Nc1ccc2c(c1)OCO2)Nc1ccc(Br)cn1	-53	1409	0	-7	1	-7	/	108	51	-8	2.6
O=C(NC1CCCC1)C1CC(=O)N(CCc2ccccc2)C1 (configuration not stated)	8	1672	3	0	0	-3	-0.87	105	5	2	0.9
COc1ccc(-c2nc(O)c3cnccn23)cc1	-6	1807	6	-11	5	1	/	102	-2	11	0.9
COC(=O)c1cc(Cl)c(NC(=O)/C=C/c2ccc(OC)c(OC)c2)cc1OC	4	1706	1	-9	15	14	/	93	/	12	2.5
Cc1[nH]c2ccccc2c1C(c1ccncc1)N1CCN(c2ccccn2)CC1 (configuration not stated)	2	1329	7	16	5	13	-0.28	96	-4	-6	0.7
O=C1S/C(=C\c2ccccn2)C(=O)N1Cc1ccccc1F	-7	1437	5	0	3	-4	-0.0096	107	2	-9	2.8
COc1ccc(N2C(=O)C(Cl)=C(Nc3ccccc3OC)C2=O)cc1	-10	1828	10	-9	4	8	-0.83	96	-4	11	6.5
CCCNC(=O)c1sc2c(c1C(=O)Nc1ccccn1)CCCC2	1	1746	1	1	5	17	-0.078	89	3	21	-0.1
CC(C)C[C@@H](N)c1nnc(SCC(=O)c2ccc(Cl)cc2)o1	21	1508	7	2	10	53*	/	57	/	3	2.1
COC(=O)c1ccccc1S(=O)(=O)N(CCCN1CCOCC1)Cc1cccs1	5	1257	-1	3	-4	-3	/	105	-12	1	1.0
COc1cccc2c(=S)c(CCC(C)=O)c(C)[nH]c12	0	1665	-6	5	-1	1	/	99	-13	-6	1.0
Cc1cc(C)cc(OCCCC(=O)O)c1	2	1385	-3	-7	3	5	0.66	98	-38	-1	-0.1

Next section.
SMILES	STAT1 inh	TR-FRET SRC-2 ct	PPARg SRC-1 ag	TLR4-MyD88 BLA	PPARg SRC3 recr	STAT3 blocker	ROMK primary	STAT3 activator	S1P3 antag	PPARg SRC-2 ag	RAM network inh
COc1ccc(-n2c(COc3ccc4c(c3)OCO4)nnc2SCC(=O)O)cc1	-8	1646	2	6	6	0	1.1	102	-3	-1	5.2
CC(C)(C)c1ccc(S(=O)(=O)NC(Cc2ccccc2)C(=O)O)cc1 (configuration not stated)	-3	1428	-2	2	2	3	1.4	99	/	-5	1.8
CC(C)SC1=NC(C)(C)C=C(/C=C/c2c(Cl)cccc2Cl)N1	-1	1447	-2	-9	1	10	-0.86	96	/	-3	0.5
CCn1cc(Br)c(C(=O)Nc2ccc(F)c(Cl)c2)n1	-2	1349	-2	16	-3	7	/	99	28	-3	1.1
CSc1ccc(/C=N/NC(=O)CNc2cccc3ccccc23)cc1	-1	1716	-4	8	1	-25	/	121	-8	0	3.8
COc1ccc2nc(SCC(N)=O)[nH]c2c1	-2	1515	-8	-15	0	5	/	100	-4	-6	0.2
CCOC(=O)/C(=N\Nc1ccccc1)c1csc(Nc2ccc(C)cc2)n1	6	1603	11	9	2	16	/	88	/	1	10*
Cc1ccc(C(=O)NCCNC(=O)CN2CCCC2)cc1	0	1586	-2	-2	1	1	/	102	/	5	2.1
CCOC(=O)N1CCN(C(=O)CSc2ncccn2)CC1	7	1479	4	1	4	-5	-0.081	107	-13	1	1.8
CC(=O)c1cnn(-c2cc(Oc3cccc(C)c3)ncn2)c1C	3	1469	-2	5	-11	23	-0.053	85	/	3	1.0
Cc1ccccc1OCc1nc2ccccc2c(=O)n1/N=C/c1cn[nH]c1-c1ccccc1	-15	1652	5	-1	10	9	-0.02	94	0	4	5.8
O=C(c1ccc2c(=O)n(C3CCCC3)c(=S)[nH]c2c1)N1CCc2ccccc21	0	1472	3	2	6	-15	/	115	/	0	4.7
CC(C)c1[nH]nc2c1C(c1ccc(OC(=O)c3ccco3)cc1)C(C#N)=C(N)O2 (configuration not stated)	-5	1525	3	-14	9	2	/	101	1	-5	0.0
O=C(Nc1ccc2c(c1)oc1ccccc12)c1cccnc1	-19	1459	2	0	-6	29	-1.3	76	10	-12	1.8
Cc1cccc(NS(=O)(=O)c2ccc(NC(=O)CN(c3cc([N+](=O)[O-])ccc3C)S(C)(=O)=O)cc2)c1	-8	1583	3	-7	-1	-12	1.5	107	18	7	3.6
O=C(N/N=C/c1cc2ccccc2nc1Cl)[C@H]1C[C@@H]1c1ccccc1	14	1644	4	-15	5	11	/	93	4	1	3.4
CCOC(=O)N1CCN(S(=O)(=O)c2ccc(OC)c(OC)c2)CC1	-7	1422	-2	-5	-3	6	0.0039	98	/	1	0.6
Cc1cc(C(=O)O)sc1C	5	1641	-1	4	-4	-1	/	104	-16	1	-0.7
COc1ccc2c(-c3ccccc3)cc(N3CCOCC3)nc2c1	-5	1399	4	-10	14	9	/	100	14	-5	-0.5
COc1ccc(CCN(Cc2cccs2)S(=O)(=O)c2ccc(-n3cnnn3)c(OC)c2)cc1OC	-2	1474	-2	12	-6	-2	-0.29	100	/	2	1.6
C/C(=N\NC(=O)C1CC1)c1cccs1	1	1583	9	-16	0	-6	-0.93	109	-3	2	3.4
COc1ccc(NC(=O)CN2CCN(CC(=O)Nc3ccccc3F)CC2)cc1OC	-2	1708	-4	0	19	7	0.19	101	7	9	-0.2
Cc1snc2sc(C(=O)c3ccc(Br)cc3)c(N)c12	-38	1504	-1	19	-1	8	-2.2	99	/	4	1.8
COC(=O)c1c[nH]c(=O)c2ccccc12	2	1370	3	4	3	16	0.34	88	-17	12	1.2
O=C(NCc1ccc(-c2nc3ccccc3s2)cc1)c1ccc(Br)o1	-41	1403	0	4	-2	8	/	92	-3	11	5.2

(next part)
SMILES	STAT1 inh	TR-FRET SRC-2 ct	PPARg SRC-1 ag	TLR4-MyD88 BLA	PPARg SRC3 recr	STAT3 blocker	ROMK primary	STAT3 activator	S1P3 antag	PPARg SRC-2 ag	RAM network inh
O=C(/C=C/c1cccc([N+](=O)[O-])c1)OCC(=O)c1ccccc1	-3	1524	0	-2	3	16	0.0037	93	7	-1	1.6
Cc1ccnc2nc(C(=O)N3CCN(c4ccc(F)cc4)CC3)nn12	0	1351	0	9	-2	-1	0.069	98	/	-2	1.5
CCN1/C(=C2/OC(=S)N(C)C2=O)Sc2ccccc21	-9	1472	1	9	-12	18	1.8	85	/	3	4.4
O=C(Nc1nc2ccccc2[nH]1)C1CC(=O)N(c2ccc3c(c2)OCCO3)C1 (configuration not stated)	6	1640	5	3	-8	3	/	106	-70	7	0.2
CN(C)c1ccc(C(=S)N2CCOCC2)cc1Br	1	1298	4	2	-3	-11	-0.68	112	0	-4	1.1
Cc1ccc(S(=O)(=O)c2nc(C)c3c(n2)CCC3)cc1	0	1784	0	-4	16	7	/	99	/	13	0.9
CSc1c(-c2ccccc2)nc2ccc(Cl)cc2c1C(=O)O	5	1587	15	-3	3	-6	/	112	/	0	0.8
Cc1cc(C)cc(NS(=O)(=O)c2ccc(NC(=O)C3CCCCC3C(=O)O)cc2)c1 (configuration not stated)	2	1589	7	-4	6	-2	0.28	99	8	4	0.6
CCOc1ccccc1NC(=O)Nc1cccc(C(C)=O)c1	5	1501	8	-4	3	9	/	94	/	9	0.9
CCCCn1c(=O)[nH]c(=O)c2c1nc(-c1ccc(CC)c([N+](=O)[O-])c1)n2C	-4	1728	-5	-7	2	-6	0.43	106	-5	6	0.9
COCCNC(=S)N/N=C(\C)c1ccccc1OC	11	1622	3	2	4	3	0.39	96	-18	9	0.8
Cn1c(=O)[nH]c(=O)c2c1nc(N1CCOCC1)n2CC(O)COc1ccc2ccccc2c1 (configuration not stated)	2	1364	-2	2	17	2	-0.75	102	-10	4	4.1
c1nnnn1C12CC3CC(CC(C3)C1)C2	-5	1300	-3	-11	1	3	/	98	/	3	0.6
CC(C)(C)c1ccc(OCCNC(=O)c2ncn[nH]2)cc1	-7	1597	-1	7	-4	-22	-1.8	117	/	6	1.0
O=c1c2nnn(Cc3ccccc3)c2ncn1C/C=C/c1ccccc1	1	1534	4	-3	2	-6	/	105	-7	5	0.2
CC(NC(=O)c1cccs1)c1nnc(SCc2ccc(Cl)cc2Cl)n1C (configuration not stated)	14	1436	7	3	2	-5	/	109	-2	-6	0.1
